Bioassay records: PubChem, several laboratories
S1P1 ag pot = agonists and agonism potentiators of human S1P1 receptor | P21453 | S1P1 CRE-bla cells, forskolin, beta-lactamase FRET, potentiator mode; S1P1 agonist co-added at EC20, 2 nM; 100% = saturating reference agonist, 0% = basal | activation, % at 9.5 µM | 56,000 compounds, 0.57% hits | AID 449;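 active = activation above a cutoff set at the mean activation of all tested compounds plus 3 SD, cut at about 54% in these data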;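 note: forskolin at 4 µM as EC80 and the EC20 agonist is SEW2871; 100% = SEW2871 at its EC100 plus forskolin at EC80; some compounds past the cut are filed as inactive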
S1P3 ag = activates the human S1P3 receptor. 60,000 compounds, 0.1% hits. activation, % at 4.5 µM. S1P3 NFAT-BLA reporter cells, agonism, FRET ratio; relative to 1 µM S1P, basal subtracted;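 active = activation above the screen-wide mean plus 3 SD, cut at about 4.5% in these data, passing the limit was not always enough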; note: some compounds called inactive have numbers as strong as hits
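Assay system: CHO cells stably expressing human S1P3, Gα16 and NFAT-β-lactamase reporter. Timing: overnight plating, 4 h compound 37 °C, 2 h substrate RT. Signal: β-lactamase FRET emission ratio 460/535 nm. Measure: percent activation versus median 1 µM S1P response, basal-subtracted, per plate. Repeats: primary screen single test, confirmation screen in triplicate.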
HEK293 NFkB inh = inhibitors of the PMA/ionomycin-induced NF-kB reporter in HEK293 cells | 62,000 compounds, 0.21% hits | inhibition, % at 3 µM | HEK-293 NF-kB luciferase reporter, luminescence;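 active = inhibition above the mean of all tested compounds plus 3 SD, cut at about 40% in these data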;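 note: 0% = stimulated DMSO wells and 100% = 10 µM reference inhibitor 5653914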
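System: NF-kB luciferase reporter HEK-293 cells | Replication: Single test | Control set: DMSO vs reference inhibitor | Evaluation: % inhibition | Schedule: 1 h pretreatment, 16 h stimulation, 37 °C | Probe or stimulus: PMA with ionomycin | Compound dosing: One dose, 3 µM | Detection: Luciferase luminescence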
M1 antagonist = M1 muscarinic receptor (rat) antagonism; P08482; CHO-M1 cells, Fluo-4 calcium, ACh EC80 antagonist mode; hits give low values; B-score at 10 µM; 64,000 compounds, 3.4% hits; AID 628;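 active = calcium fluorescence response, raw or row-and-column corrected B-score, differing from the plate sample mean either way at a set confidence level, mostly lower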
Her2 expr inh = Her2 kinase expression inhibition; AID 645; SKBR-3 HER2 protein level, AlphaScreen, 18-24 h; hits give low values; 65,000 compounds, 0.69% hits; HER2 level % of control, % at 10 µM;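 active = HER2 level under 5% of the carrier-only control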;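 note: 100% = DMSO carrier and 0% = 500 nM PU-H71 HSP90 inhibitor; lower value means stronger loss of Her2 protein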
M1 agonist = agonists of M1 muscarinic receptor. CHO-M1 cells, Fluo-4 calcium fluorescence, agonist mode; hits give high values. B-score at 10 µM. 64,000 compounds, 3% hits;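 active = fluorescence rise, raw or as B-score row- and column-corrected plate score, outside the 99.7% band of its plate's samples, either direction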
HTR1E antagonist = 5-HT1E (human) receptor antagonism. P28566. CHO 5-HT1E Ga15 NFAT-bla reporter, FRET, antagonist. inhibition, % at 6 µM. 65,000 compounds, 0.99% hits. AID 571;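 active = inhibition above a set limit, the mean inhibition across every tested compound plus 3 SD, cut at about 29% in these data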;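 note: signal is the 460 over 535 nm emission ratio of beta-lactamase substrate; 0% = agonist plus DMSO wells and 100% = wells without agonist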
HTR1E agonist = agonists of human 5-HT1E serotonin receptor; P28566; CHO 5-HT1E Ga15 NFAT-bla reporter, FRET; 0% DMSO wells, 100% control agonist wells; activation, % at 6 µM; 65,000 compounds, 0.69% hits;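 active = activation above a set limit, the screen-wide mean activation plus 3 SD, cut at about 8.5% in these data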;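 note: 100% = positive control agonist at 1 µM giving full maximal response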
Jurkat viability = cytotoxic compounds reducing Jurkat cell viability; Jurkat E6.1 viability, ATP luminescence, 48 h; inhibition, % at 4 µM; 56,000 compounds, 1.2% hits;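 active = inhibition above the mean inhibition of all tested compounds plus 3 SD, cut at about 28% in these data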
* = called active by the depositor; . = no result given.

SMILES	S1P1 ag pot	S1P3 ag	HEK293 NFkB inh	M1 antagonist	Her2 expr inh	M1 agonist	HTR1E antagonist	HTR1E agonist	Jurkat viability
COC(=O)c1cc(NC(=O)C23CCC(C)(C(=O)O2)C3(C)C)cc(C(=O)OC)c1 (centres undefined)	.	0.0	13	-0.28	108	-0.45	4	-0.7	3
CCC(C)NC(=O)CSc1nnc(-c2ccncc2)n1-c1ccc(OC)cc1 (centres undefined)	0	-1.0	15	0.64	113	0.38	-12	0.8	8
CCOC(=O)C(C)c1nc2ccccc2[nH]c1=O (centres undefined)	1	-2.4	.	-0.66	129	-0.33	-9	-0.5	.
N#CC1=C(N)n2c(s/c(=C\c3ccco3)c2=O)=C(C#N)C1c1ccco1 (centres undefined)	7	-1.3	-1	0.82	35	0.018	-14	-0.1	7
C=CCNc1nc(-c2cccc(OC)c2O)nc2ccccc12	-32	-0.3	.	-0.2	59	0.21	8	0.3	.
Cc1cc(NCCNC2=CC(=O)CCC2)nc2ccccc12	24	-1.8	.	-1.1	94	-1.3	6	-0.6	.
COc1ccccc1-c1nnc(NC(=O)c2ccccc2F)o1	16	-1.1	8	-0.31	61	-0.49	8	0.3	-4
Cc1nc2ccccc2c2c1C(=O)N(CCC1=CCCCC1)C2=O	4	-0.8	20	-0.093	100	0.0055	-3	1.2	-4
CCOC(=O)C1CCCN(C(=O)c2ccc3c(c2)NC(=O)C(N2CCOCC2)S3)C1 (centres undefined)	11	-0.1	6	-0.24	81	-1.2	6	-0.5	-1
CCOC(=O)C1CCCN(S(=O)(=O)c2cc(Br)cc3c2N(C(=O)C2CC2)CC3)C1 (centres undefined)	.	.	19	-0.25	170	0.033	-4	0.1	.
COC(=O)c1c(NC(=O)Cc2cccs2)sc2c1CCCC2	-16	-0.2	12	0.51	102	0.67	3	0.5	5
COC(=O)c1cc2sccc2n1CC(=O)Nc1cc(OC)cc(OC)c1	6	-0.9	24	0.23	92	0.99	0	-1.9	4
CCOc1ncccc1C(=O)Oc1ccc2c(c1)OCO2	4	0.6	2	1.7	111	-1.1	6	-0.9	-7
O=C(CCNC(=O)Cn1ccc2ccccc2c1=O)NCCN1CCN(c2ccccc2F)CC1	20	-0.7	16	0.029	84	0.028	20	0.5	2
Cc1nn(S(=O)(=O)N2CCCCC2)c(C)c1Br	-31	-0.9	18	0.093	85	0.58	8	0.0	-4
COc1ccc(NC(=O)CSc2[nH]c(=O)cc(C)c2C#N)cc1OC	-8	-1.5	-5	0.079	78	0.037	-6	-0.1	5
N#CC1=C2SCC(O)(c3ccccc3)N2C(=O)CC1c1cccs1 (centres undefined)	14	-0.6	48*	1.4	60	-0.61	34*	-1.0	79*
O=C(OCC(=O)N1CCOCC1)c1ccc[nH]c1=O	1	-0.3	9	0.23	101	-0.062	-2	2.0	-2
O=C(COC(=O)c1cnccn1)c1ccc(OC(=O)c2ccccc2)cc1	-15	-0.2	15	0.11	73	-1.2	2	-0.6	0
CCCN(CCC)C(=O)Cn1ccc(=N)c2ccccc21	-24	0.5	3	-1.5	124	-0.3	-3	0.2	8

The closing four compounds of the section before lead into the next.
SMILES	S1P1 ag pot	S1P3 ag	HEK293 NFkB inh	M1 antagonist	Her2 expr inh	M1 agonist	HTR1E antagonist	HTR1E agonist	Jurkat viability
N#CC1=C2SCC(O)(c3ccccc3)N2C(=O)CC1c1cccs1 (centres undefined)	14	-0.6	48*	1.4	60	-0.61	34*	-1.0	79*
O=C(OCC(=O)N1CCOCC1)c1ccc[nH]c1=O	1	-0.3	9	0.23	101	-0.062	-2	2.0	-2
O=C(COC(=O)c1cnccn1)c1ccc(OC(=O)c2ccccc2)cc1	-15	-0.2	15	0.11	73	-1.2	2	-0.6	0
CCCN(CCC)C(=O)Cn1ccc(=N)c2ccccc21	-24	0.5	3	-1.5	124	-0.3	-3	0.2	8
COc1cccc(NC(=O)COC(=O)c2ccco2)c1	.	.	8	0.0063	120	0.5	0	0.9	.
Cc1ccc(S(=O)(=O)Nn2c(C)ccc2C)cc1	10	-0.8	20	0.25	95	0.07	-2	-1.6	-5
COC(=O)c1cc(OC)c(OC)c(OC)c1N	-2	-1.1	13	0.11	85	-0.082	5	6.9	-9
CC(O)c1cccc(NC(=O)CCC(=O)O)c1 (centres undefined)	-18	-1.1	6	-0.081	96	1.1	-5	0.3	-7
CN=c1scc(C)n1/N=C/c1ccc(O)cc1O	22	-0.3	-33	-0.09	95	0.21	-11	0.8	9
COc1ccc(NC(=O)CSc2nnc(-c3ccccn3)n2N)cc1	.	.	15	0.58	139	0.27	-16	2.4	.
CCN1CCN(CC(=O)Nc2cc(F)ccc2C)CC1	.	.	11	-1.8	81	-1.5	2	0.3	.
N=C1C(c2ccc(Br)cc2)=C(O)C2CCc3ccccc3N12 (centres undefined)	-9	-0.2	4	0.21	99	-0.16	-10	-0.8	4
C=CS(=O)(=O)c1ccc(Oc2ccc(S(=O)(=O)C=C)cc2)cc1	124*	-0.6	81*	0.51	-22*	-1.1	103*	-0.6	100*
Cc1nn(C(=O)c2ccco2)c(C)c1CN1C(=O)c2ccccc2C1=O	-12	-0.8	-7	0.36	124	-0.13	20	-0.6	2
CCOC(=O)N1CCC(NC(=O)c2cc3c(-c4ccc(OC)c(OC)c4)nn(C)c3s2)CC1	2	-1.6	24	-0.68	85	3.2	29*	-0.4	5
CCC(C(=O)Nc1ncn[nH]1)(C(F)(F)F)C(F)(F)F	-5	-3.3	.	0.1	140	-0.51	5	-0.7	.
CCc1ccc(NC(=O)CCNS(=O)(=O)c2cccc3nonc23)cc1	.	.	17	0.84	92	2	0	-0.2	.
COc1ccc(NC(=O)Nc2cc(C)ccc2OC)cc1	.	-0.5	11	-1.2	96	-0.57	17	-0.9	-2
CCC1CCCCN1CCNC(=O)C1CCN(S(=O)(=O)c2c(C)noc2C)CC1 (centres undefined)	.	.	18	-12*	91	0.076	10	0.3	.
CCn1c(=N)n(CC(=O)OC)c2ccccc21	25	0.2	10	0.11	90	8.7e-05	-1	0.0	-9
Cc1noc(/C=C/N(C)C)c1S(=O)(=O)N1CCCC(C(=O)NCc2ccco2)C1 (centres undefined)	-33	0.0	5	0.071	82	-0.45	15	0.5	1
Cc1cc(NC(=O)c2cccc(F)c2)ncc1NC(=O)c1ccco1	.	.	-8	0.11	91	-0.0018	7	0.8	.
O=C(c1cccc(F)c1)N1C2C=CC(C2)C1(C(F)(F)F)C(F)(F)F (centres undefined)	-3	-0.2	8	0.96	102	-0.42	-3	-1.4	4
COc1cccc(C(=O)Nc2ccc(NC(C)=O)cn2)c1	1	0.4	8	0.32	98	-0.43	-7	0.1	0
COc1ccccc1OCc1ccc(C(=O)NCc2ccco2)o1	.	-0.8	13	-0.34	112	1	-3	0.5	4
Nc1cc(N)cc(-c2nc3ccccc3[nH]2)c1	-9	-1.4	16	0.018	96	0.37	4	-0.3	3
CCOC(=O)c1c(C)n(C)c2ccc(O)c(CN(C)C)c12	-39	0.1	12	-0.041	95	0.54	4	-0.8	-12
COC(=O)c1ccc2ccn(CC(=O)NC(C)C)c2c1	-9	-0.1	-5	0.043	100	-0.044	-7	-0.2	-6
CCOC(=O)c1cccc(NC(=O)CSc2nnnn2CC)c1	-16	0.5	10	0.028	93	-0.98	-4	0.4	1
CC(=O)c1cc(-c2nc3ccccc3n2C)n(C)c1	-7	-0.2	10	0.32	73	-0.37	-5	-0.7	-2
Cc1ccc(N2C(=O)c3oc4ccccc4c(=O)c3C2c2cccnc2)nc1 (centres undefined)	-10	1.8	4	-0.9	108	0.19	-3	-0.5	-3
CCc1[nH]nc2c1C(c1cccc(OC(=O)N3CCOCC3)c1)C(C#N)=C(N)O2 (centres undefined)	-19	-0.5	13	0.23	86	-1.6	4	1.1	6
Cc1cc(C)n2nc(C(=O)OCCOc3cccc(Br)c3)nc2n1	-7	0.1	5	0.054	81	0.079	-2	-0.4	-5
CCOc1cc(-c2ccc3c(c2)OCO3)cc(=O)c2c(C)oc(C)c12	1	-0.4	12	0.99	80	-1.2	9	-0.4	5
COC(=O)C1=C(C)N(C)C(C)=C(C(=O)OC)C1c1ccc(F)c(Br)c1	-33	-1.0	22	0.15	104	0.62	15	-0.8	-1
CCC(C)NC(=O)C1CCN(C(=O)c2ccccc2)CC1 (centres undefined)	-8	-0.8	2	0.29	76	0.19	10	-0.9	1
CC1(C)CC(=O)C2=C(C1)N(c1ccccc1)C(N)=C(C#N)C2c1cccnc1 (centres undefined)	2	0.1	4	-1	123	-0.019	-2	0.0	2
CCOC(=O)c1[nH]c2cc3c(cc2c1NC(=O)CN1CCCCC1C)OCO3 (centres undefined)	13	-0.5	.	0.38	75	0.73	-13	0.3	.
O=C(c1cnc2n(c1=O)CCS2)N1CCCc2ccccc21	-1	0.4	-16	0.02	94	-0.87	4	-0.6	-2
Cc1cc(NC(=O)c2cc(Cl)ccc2Cl)no1	-26	-0.3	5	-0.28	89	-0.24	1	0.2	-13
